human PMI inhibition = inhibitors of human PMI, primary screen, biochemical, fluorescence intensity, coupled assay (AID 1209); Mannose-6-phosphate isomerase (Homo sapiens); purified PMI enzyme, coupled fluorescence intensity; higher % means a stronger effect; inhibition, % at 20 µM; hits with a dose series show IC50 in µM; 190,000 tested, 0.42% active;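 further: plate controls were DMSO vehicle for no effect and wells lacking substrate for full effect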
T cell modulator = modulators of CD8 T cell-vesicle binding, primary screen, mouse 2C CD8+ T cells, flow cytometry. 2C CD8+ T cell-vesicle binding; active compounds read low. calls only at 7 µM. 330,000 tested, 0.068% active. AID 2052, 2009;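 active means response, share of CD8 T cells binding vesicles, and their 90th percentile fluorescence all below set limits, cut at about 80% in these data, passing the limit was not always enough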
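incubation = binding step 1.5 h, 37 °C, antibody labelling 20 min, ice | test system = 2C mouse CD8+ T cells | read-out basis = percent CD8+ FL2 mean versus row control | controls = Peptide-free naked vesicles (low) and QL9 vesicles with 0.7% DMSO vehicle (high) | detection = flow cytometry of vesicle-bound cells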
RSV CPE inhibition = RSV antiviral activity via CPE protection, HEp-2 cells, primary 10 µM value included (AID 2391). HEp-2 cells, RSV-induced CPE inhibition; higher % means a stronger effect. CPE inhibition, % at 10 µM; hits with a dose series show IC50 in µM. 310,000 tested, 0.13% active; in the data active means a potency from the dose series; inconclusive means CPE inhibition mostly from about 23% at the one dose, without a potency; inactive means the rest, 99 in 100 with CPE inhibition below about 21%; further: strong numbers were not always called active
UTI89 phage lysis = inhibition of K1F phage lysis, E. coli UTI89, bacterial capsule biogenesis inhibitors, alamar blue (AID 488966); inhibition, % at 100 µM; hits with a dose series show IC50 in µM; E. coli UTI89 K1F phage lysis, alamar blue, 2 h; higher % means a stronger effect; 340,000 tested, 0.02% active;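 active means phage lysis inhibition, versus mean bacterial control, above a set limit; inconclusive means no clear call, values can overlap the other calls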;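 further: capsule biogenesis inhibitors block K1F phage lysis so surviving cells raise fluorescence; higher fluorescence means more inhibition of phage lysis; actives were called in the ten point dose series up to 300 µM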
PMI inhibition = human PMI inhibitors, high substrate, primary screen, biochemical, fluorescence intensity, high mannose 6-phosphate (AID 1220); one-dose inhibition, % at 20 µM; IC50 in µM for titrated hits; 190,000 tested, 0.66% active; Mannose-6-phosphate isomerase (Homo sapiens); recombinant PMI enzyme, coupled fluorescence intensity; higher % means a stronger effect
P. falciparum M1AAP = P. falciparum M1AAP inhibitors, biochemical, fluorogenic H-Leu-NHMec substrate, 1536-well (AID 1445); Aminopeptidase N (Plasmodium falciparum (isolate 3D7)); recombinant M1AAP, H-Leu-NHMec fluorogenic kinetic assay; higher % means a stronger effect; one-dose inhibition, % at 30 µM; IC50 in µM for titrated hits; 220,000 tested, 0.42% active;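 active means primary inhibition above the hit cutoff, then over 50% inhibition at one or more dose response concentrations, cut at about 23% in these data, passing the limit was not always enough; inconclusive means conflicting primary data, or primary hits not chosen for dose response; inactive means low primary inhibition, or under 50% at every dose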;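 further: plate controls were DMSO full reaction for no effect and no enzyme background for full effect; strong numbers were not always called active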
TNAP activation fold = human TNAP enzyme activators, primary screen, biochemical, luminescent, no phosphate acceptor, uHTS (AID 1001) | Alkaline phosphatase, tissue-nonspecific isozyme (Homo sapiens) | purified TNAP, luminescent activation assay, no phosphate acceptor; higher activation fold means a stronger effect | activation fold at 20 µM, or EC50 in µM where a hit was titrated | 200,000 tested, 0.03% active; in the data active means activation fold from about 3, or a potency from the dose series; inactive means the rest, 99 in 100 with activation fold below about 1.6; further: many of its hits are not listed in these tables
M17LAP inhibition = P. falciparum M17LAP inhibitors, primary screen, biochemical, fluorogenic H-Leu-NHMec substrate, 1536-well (AID 1619) | Leucine aminopeptidase (Plasmodium falciparum (isolate 3D7)) | recombinant M17LAP, H-Leu-NHMec fluorogenic kinetic assay; higher % means a stronger effect | inhibition, % at 30 µM; hits with a dose series show IC50 in µM | 220,000 tested, 0.38% active;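 active means compound inhibiting the enzyme by more than half at any dose during confirmatory dose-response retesting; inconclusive means strong single-dose inhibitors picked by rank but not retested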;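 further: plate controls were full reaction with DMSO carrier for no effect and no enzyme background for full effect; strong numbers were not always called active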
West Nile antiviral = West Nile virus antiviral activity, cell-based, CPE readout (AID 1621) | West Nile virus-infected cells, CPE inhibition; higher % means a stronger effect | CPE inhibition, % at 10 µM; hits with a dose series show IC50 in µM | 290,000 tested, 0.02% active; in the data active means a potency from the dose series; inconclusive means CPE inhibition mostly from about 3.7% at the one dose, without a potency; inactive means the rest, 99 in 100 with CPE inhibition below about 2.2%; further: strong numbers were not always called active
T cell modulator vesicle-bound % = second read-out of T cell modulator, no call of its own (marks repeat the call); double positive events, %; measured here: CD8+ vesicle-bound cell fraction;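 binding gate set so that unloaded-vesicle control wells show 10% double positive cells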
The depositor's hits bear a star; i = inactive; ? = inconclusive; nt = no result given; [ ] = another dose, or the depositor's remark. Unless noted, no stated cut-off is given here; in the data, active means inhibition above about 50%; inactive means the rest.

# | compound | human PMI inhibition | T cell modulator | T cell modulator vesicle-bound % | RSV CPE inhibition | UTI89 phage lysis
1 | Cc1ccc(S(=O)(=O)/N=C/c2ccco2)cc1 | -8.0% | i | 38.3 | 3.0% | -1.1%[50 µM]
2 | O=c1ccc(-c2ccccc2)nn1Cc1ccc(F)cc1 | nt | i | 22.7 | ? | -0.2%[50 µM]
3 | O=C1Nc2cc(C(=O)N3CCN(c4ccc(F)cc4)CC3)ccc2NC1CSCc1cccc(F)c1 (stereo not drawn) | nt | i | 46.0 | -0.6% | 1.1%
4 | COc1ccc2cc(C(C)C(=O)N3CCC(C(N)=O)CC3)ccc2c1 (stereo not drawn) | nt | i | 18.8 | 0.2% | 0.7%
5 | COc1ccc(C(=O)Nc2nnc(S(=O)(=O)Cc3ccc(F)cc3)s2)cc1 | nt | i | 20.3 | 0.2% | 0.2%
6 | COc1ccccc1-n1c2c(cc(C(=O)N3CCC(C)CC3)c1=O)C(=O)CC(C)(C)C2 | -5.1% | i | 34.0 | 1.6% | 5.6%
7 | CCC(C)[C@H](NC(=O)N1CC(=O)Nc2ccccc21)C(=O)N[C@H](C(=O)O)c1ccccc1 (stereo partly drawn) | nt | i | 21.9 | 2.5% | 0.2%
8 | Cc1ccc(S(=O)(=O)NCc2ccncc2)cc1C(=O)NCC(C)C | nt | i | 16.7 | 0.5% | 0.4%[50 µM]
9 | O=C(Oc1ccc(Br)cc1)c1n[nH]c(=O)c2ccccc12 | -12.6% | i | 60.1 | 0.7% | -0.8%
10 | O=C(NC1(O)C(=O)c2ccccc2C1=O)c1c(Cl)cccc1Cl | nt | i | 15.2 | 0.6% | nt

# | PMI inhibition | P. falciparum M1AAP | TNAP activation fold | M17LAP inhibition | West Nile antiviral
1 | -4.4% | 4.2% | 1.1 | 6.3% | 0.1%
2 | nt | nt | nt | nt | -1.3%
3 | nt | nt | nt | nt | -0.1%
4 | nt | nt | nt | nt | 0.3%
5 | nt | nt | nt | nt | -0.2%
6 | -6.5% | -2.0% | 1.1 | 5.0% | -0.4%
7 | nt | nt | nt | nt | 1.2%
8 | nt | nt | nt | nt | -1.0%
9 | -4.3% | 0.7% | 1.2 | -6.2% | 0.1%
10 | nt | -3.7% | nt | -12.4% | 0.3%

New compounds follow.
# | compound | human PMI inhibition | T cell modulator | T cell modulator vesicle-bound % | RSV CPE inhibition | UTI89 phage lysis
11 | CCOc1ccc(CCNC(=O)COC(=O)/C=C/c2ccco2)cc1OCC | nt | i | 52.2 | 1.6% | -0.1%
12 | Cc1ccc(NC(=O)c2nnn(CC(=O)Nc3ccc4c(c3)OCO4)c2N)cc1C | nt | i | 16.8 | ? | 0.1%
13 | CN(C)CCN(Cc1cccs1)c1ccccn1 | -2.2% | i | 21.8 | -1.2% | 1.4%
14 | Cn1cc(CN(CCO)Cc2cccs2)c(-c2cccc(Cl)c2)n1 | -0.3% | i | 23.8 | -2.4% | 0.3%
15 | Cc1noc(C)c1CSc1ccccc1C(=O)OC(C)C(N)=O (stereo not drawn) | nt | i | 34.4 | 1.7% | 0.3%
16 | N#C/C(=C\c1cc(Cl)ccc1O)C(=O)NC1CCCCC1 | 11.2% | i | 13.1 | 2.5% | 0.0%
17 | CC(C)N1CC(C(=O)Nc2ccccc2)CC1=O (stereo not drawn) | 1.9% | i | 46.7 | 1.8% | 0.3%
18 | COc1ccc(OCC2CCNCC2)cc1 | nt | i | 13.2 | 0.3% | -1.1%
19 | Cc1ccc(Cl)cc1N(CC(=O)NC1CCCCC1)S(C)(=O)=O | 6.3% | i | 17.1 | 1.3% | 4.6%
20 | O=C(Nc1ccccc1)N1CCN(c2nc3ccccc3s2)CC1 | 6.5% | i | 28.3 | 11.5% | -0.4%

# | PMI inhibition | P. falciparum M1AAP | TNAP activation fold | M17LAP inhibition | West Nile antiviral
11 | nt | nt | nt | nt | 0.1%
12 | nt | nt | nt | nt | -0.4%
13 | -3.1% | -1.9% | 1.1 | 0.2% | 0.5%
14 | -1.2% | 2.0% | 1 | -3.0% | -0.2%
15 | nt | nt | nt | nt | -0.1%
16 | 10.6% | 2.5% | 0.9 | 2.6% | -0.2%
17 | 1.5% | -3.2% | 1.1 | 6.1% | 0.1%
18 | nt | nt | nt | nt | -0.5%
19 | 5.7% | 8.6% | 1.1 | 4.1% | 0.1%
20 | 2.6% | -3.9% | 1.1 | 10.8% | -0.6%

(further entries)
# | compound | human PMI inhibition | T cell modulator | T cell modulator vesicle-bound % | RSV CPE inhibition | UTI89 phage lysis
21 | Cc1nc(N(C)C)c2sc(=S)n(Cc3ccccc3)c2n1 | 0.3% | nt | nt | -0.2% | 0.3%
22 | COc1ccc(-c2onc(C)c2-c2cscn2)c(O)c1 | 1.9% | i | 23.1 | -0.4% | -1.0%
23 | Cc1nnc(SCC(=O)c2ccccc2F)n1Cc1ccccc1 | nt | i | 51.3 | -0.5% | 0.2%
24 | Cc1ccc(C2=N/C(=C\c3cccs3)C(=O)N2Nc2ccccc2)cc1 | 5.5% | i | 50.2 | ? | 0.5%
25 | CC(C)NC(=O)CCCOc1ccc(Cl)cc1Cl | -11.9% | i | 29.4 | 0.1% | 0.9%
26 | COC(=O)c1cc(Br)ccc1NC(=O)Nc1ccccc1 | -4.5% | i | 17.6 | 0.9% | 1.4%[50 µM]

# | PMI inhibition | P. falciparum M1AAP | TNAP activation fold | M17LAP inhibition | West Nile antiviral
21 | -2.7% | 5.2% | 1.1 | 2.1% | -0.3%
22 | 9.6% | 3.9% | 1 | -3.6% | 0.2%
23 | nt | -1.9% | nt | -13.8% | 0.1%
24 | -0.9% | 9.6% | 0.9 | 9.3% | -0.4%
25 | -13.9% | -7.0% | 0.8 | -7.4% | -0.7%
26 | -5.4% | 0.5% | 1.1 | 6.5% | -0.8%

Grouped by structure, the entries above containing a Cl atom (5)
# | compound | human PMI inhibition | T cell modulator | T cell modulator vesicle-bound % | RSV CPE inhibition | UTI89 phage lysis
10 | O=C(NC1(O)C(=O)c2ccccc2C1=O)c1c(Cl)cccc1Cl | nt | i | 15.2 | 0.6% | nt
14 | Cn1cc(CN(CCO)Cc2cccs2)c(-c2cccc(Cl)c2)n1 | -0.3% | i | 23.8 | -2.4% | 0.3%
16 | N#C/C(=C\c1cc(Cl)ccc1O)C(=O)NC1CCCCC1 | 11.2% | i | 13.1 | 2.5% | 0.0%
19 | Cc1ccc(Cl)cc1N(CC(=O)NC1CCCCC1)S(C)(=O)=O | 6.3% | i | 17.1 | 1.3% | 4.6%
25 | CC(C)NC(=O)CCCOc1ccc(Cl)cc1Cl | -11.9% | i | 29.4 | 0.1% | 0.9%

# | PMI inhibition | P. falciparum M1AAP | TNAP activation fold | M17LAP inhibition | West Nile antiviral
10 | nt | -3.7% | nt | -12.4% | 0.3%
14 | -1.2% | 2.0% | 1 | -3.0% | -0.2%
16 | 10.6% | 2.5% | 0.9 | 2.6% | -0.2%
19 | 5.7% | 8.6% | 1.1 | 4.1% | 0.1%
25 | -13.9% | -7.0% | 0.8 | -7.4% | -0.7%

High-throughput results as filed in PubChem BioAssay.
